tim10-1 inh – tim10-1 yeast growth inhibition | S. cerevisiae tim10-1 ts strain growth, BacTiter-Glo, 24 h | inhibition, % at 20 µM | hit rate 2.2% among 330,000 | AID 463190;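 active = inhibition of at least 40%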;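 note: mutant grown at 25 °C; 0% = DMSO wells with yeast and 100% = wells holding no yeast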
hIAP activ – human IAP activation | P09923 | purified human IAP, CDP-Star luminescence, 30 min; stronger effect = higher value; 1 = vehicle-only enzyme, 0 = enzyme-free background | hit rate 0.16% among 330,000 | activation factor at 10 µM;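 active = activation factor of the enzyme at least 2-fold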; note: the source names both 10 and 20 µM as test concentration; values of inactives mirror those of a sister screen read the other way
NLRP3 yeast inh – blocks the NALP3 inflammasome reconstituted in yeast | Yeast reconstituted NLRP3/ASC/caspase-1, beta-gal luminescence, 24 h | inhibition, % at 10 µM | hit rate 0.39% among 330,000;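 active = inhibition of 50% or more; inactive = inhibition below 50%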;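 note: plate controls were induced DMSO wells for no effect and uninduced yeast grown without galactose for full effect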
TIM10 inh – growth inhibitors of TIM10 yeast strain; S. cerevisiae TIM10 strain growth, BacTiter-Glo luminescence, 24 h; inhibition, % at 10 µM; hit rate 1.4% among 330,000;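 active = inhibition of 40% or more at the single tested concentration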;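 note: wild-type TIM10 isogenic control strain grown at permissive 25 °C; 0% = DMSO yeast wells and 100% = minimal medium wells without yeast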
hIAP inh – blocks human intestinal alkaline phosphatase; AID 2544; inhibition, % at 10 µM; purified IAP, CDP-Star luminescence, 30 min; hit rate 0.12% among 330,000;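 active = inhibition reaching a set limit with compound at 10 µM in the primary screen, cut at about 35% in these data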;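 note: plate controls were DMSO wells with enzyme for no effect and no-enzyme buffer wells for full effect; values of inactives mirror those of a sister screen read the other way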
mIAP block – blocks mouse intestinal alkaline phosphatase. AID 2806. purified mouse IAP, CDP-Star luminescence, 30 min. hit rate 0.2% among 330,000. inhibition, % at 10 µM;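 active = inhibition of at least 40% at 10 µM in the primary screen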;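 note: plate controls were DMSO with enzyme for no effect and no enzyme wells for full effect; values of inactives mirror those of a sister screen read the other way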
Apaf-1 inh – blocks human Apaf-1 apoptosome activity; reconstituted apoptosome caspase-3 activity, DEVD-Rh110 fluorescence; hit rate 0.71% among 330,000; O14727; AID 489030; inhibition, % at 20 µM; active = inhibition of at least 40% at 20 µM;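 note: plate controls were DMSO wells for no effect and DEVD-CHO caspase inhibitor wells for full effect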
Target sequence (O14727 whole entry, looked up): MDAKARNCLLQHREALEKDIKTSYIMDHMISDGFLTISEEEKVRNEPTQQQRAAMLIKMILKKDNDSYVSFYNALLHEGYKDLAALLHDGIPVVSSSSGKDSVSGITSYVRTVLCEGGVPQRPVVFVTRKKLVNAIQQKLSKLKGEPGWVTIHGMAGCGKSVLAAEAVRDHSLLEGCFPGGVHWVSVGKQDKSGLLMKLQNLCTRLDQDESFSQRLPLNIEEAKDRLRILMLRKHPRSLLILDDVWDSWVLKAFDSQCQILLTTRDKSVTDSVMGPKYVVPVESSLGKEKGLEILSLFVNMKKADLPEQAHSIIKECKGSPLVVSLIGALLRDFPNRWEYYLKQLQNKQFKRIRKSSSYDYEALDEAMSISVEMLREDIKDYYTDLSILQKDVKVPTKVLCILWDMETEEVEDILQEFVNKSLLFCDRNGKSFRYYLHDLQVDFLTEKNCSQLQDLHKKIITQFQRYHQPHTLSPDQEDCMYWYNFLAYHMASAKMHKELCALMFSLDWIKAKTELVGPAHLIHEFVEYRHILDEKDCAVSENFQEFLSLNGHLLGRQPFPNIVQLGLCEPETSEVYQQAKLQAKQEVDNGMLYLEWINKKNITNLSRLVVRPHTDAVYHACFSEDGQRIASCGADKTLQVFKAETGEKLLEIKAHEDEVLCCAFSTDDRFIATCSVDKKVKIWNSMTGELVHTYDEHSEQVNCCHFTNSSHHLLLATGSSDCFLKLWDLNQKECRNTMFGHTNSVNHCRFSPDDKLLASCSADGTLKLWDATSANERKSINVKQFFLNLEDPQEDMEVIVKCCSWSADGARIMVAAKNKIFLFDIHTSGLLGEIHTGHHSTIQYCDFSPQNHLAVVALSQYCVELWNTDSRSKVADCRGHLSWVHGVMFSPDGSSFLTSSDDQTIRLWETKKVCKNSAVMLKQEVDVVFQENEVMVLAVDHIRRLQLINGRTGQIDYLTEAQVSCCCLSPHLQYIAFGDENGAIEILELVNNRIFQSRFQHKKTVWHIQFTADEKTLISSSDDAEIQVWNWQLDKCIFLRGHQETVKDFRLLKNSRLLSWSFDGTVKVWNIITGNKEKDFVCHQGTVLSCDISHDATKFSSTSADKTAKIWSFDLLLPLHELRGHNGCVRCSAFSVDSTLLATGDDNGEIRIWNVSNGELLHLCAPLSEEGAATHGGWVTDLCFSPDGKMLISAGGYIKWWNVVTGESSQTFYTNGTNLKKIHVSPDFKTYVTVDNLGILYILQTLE
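Material: reconstituted apoptosome with Apaf-1, cytochrome c, caspase-9, procaspase-3, dATP; medium: pH 7.5 Hepes buffer with CHAPS, BSA, DTT; also added: cytochrome c and DEVD-Rh110 substrate; timing: 30 min plus 50 min, RT; signal: Rh110 fluorescence intensity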
mIAP act – mouse IAP activation; muIAP, CDP-Star luminescence, 30 min; stronger effect = higher value; 1 = vehicle-only enzyme signal, 0 = enzyme-free wells; activation factor at 10 µM; hit rate 0.24% among 330,000; AID 2805;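 active = activation factor of at least 2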; note: the source names both 10 and 20 µM as test concentration; values of inactives mirror those of a sister screen read the other way
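Assay system: mouse IAP enzyme; Reagent: CDP-Star chemiluminescent phosphatase substrate; Compound: DMSO-dissolved test compounds; Incubation: 30 min, room temperature; Technique: luminescence from enzymatic CDP-Star hydrolysis; Controls: DMSO-only wells and no-enzyme negative control.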
ATG4B inh – inhibitors of human ATG4B cysteine protease. inhibition, % at 8.33 µM. hit rate 0.51% among 340,000. AID 504462. ATG4B cleavage of LC3-PLA2, NBD-HPC fluorescence, 1 h; in the data active = inhibition above about 40%
* marks the source's active call; other numbers are inactive results; / = not tested or not shown. Compounds as they come; about 4.5% have a hit in one of these screens.

The opening five compounds, to show the layout:
structure,tim10-1 inh,hIAP activ,NLRP3 yeast inh,TIM10 inh,hIAP inh,mIAP block,Apaf-1 inh,mIAP act,ATG4B inh
Cc1ccc(S(=O)(=O)N(C)c2ccc(OC(C)C(=O)N(C)c3ccccc3)cc2)cc1 (stereo not given),28,1,16,16,0,-1,20,1,10
O=C(COC(=O)c1cn(-c2ccccc2)nc1-c1cccs1)NC1CC1,-3,0.91,2,18,9,0,9,1,-13
Cc1cc(C)c(NC(=O)CN2C(=O)NC3(CCOc4ccccc43)C2=O)c(C)c1 (stereo not given),17,0.95,16,-2,5,-12,4,1.1,-10
CN(C)c1cccc(C(=O)NCC(c2ccco2)N(C)C)c1 (stereo not given),3,1,22,-18,-1,1,-2,0.99,-9
CC1CCCCN1C(=O)CSc1nc(N)nc(N)n1 (stereo not given),25,1.1,12,6,-10,-1,1,1,-3

The list itself, previewed entries included:
structure,tim10-1 inh,hIAP activ,NLRP3 yeast inh,TIM10 inh,hIAP inh,mIAP block,Apaf-1 inh,mIAP act,ATG4B inh
Cc1ccc(S(=O)(=O)N(C)c2ccc(OC(C)C(=O)N(C)c3ccccc3)cc2)cc1 (stereo not given),28,1,16,16,0,-1,20,1,10
O=C(COC(=O)c1cn(-c2ccccc2)nc1-c1cccs1)NC1CC1,-3,0.91,2,18,9,0,9,1,-13
Cc1cc(C)c(NC(=O)CN2C(=O)NC3(CCOc4ccccc43)C2=O)c(C)c1 (stereo not given),17,0.95,16,-2,5,-12,4,1.1,-10
CN(C)c1cccc(C(=O)NCC(c2ccco2)N(C)C)c1 (stereo not given),3,1,22,-18,-1,1,-2,0.99,-9
CC1CCCCN1C(=O)CSc1nc(N)nc(N)n1 (stereo not given),25,1.1,12,6,-10,-1,1,1,-3
COc1cc(OC)cc(C(=O)NCCNC(=O)c2ccco2)c1,0,1.1,1,-7,-11,-2,-1,1,14
Cc1ccc(NC(=O)CSc2n[nH]c(-c3ccncc3)n2)c(C)c1,-5,1,14,2,-2,-2,-10,1,0
O=C(Nc1nccs1)c1ccc(NC(=O)c2ccco2)cc1,-12,0.9,26,23,10,10,6,0.9,3
Cc1cccc(OC(C)C(=O)Nc2ccc(S(=O)(=O)N3CCCC3)cc2)c1 (stereo not given),11,1.2,7,7,-19,-4,20,1,-4
COCCOCCn1cnc2ccccc21,13,0.96,-7,-1,4,-5,10,1,-2
COc1cc(OC)cc(N(C(=O)C2COc3ccccc3O2)C(C(=O)NC2CCCCC2)c2ccc(O)cc2)c1 (stereo not given),1,0.86,7,31,14,10,7,0.9,26
CCOc1ncccc1C(=O)Nc1nnc(C)s1,9,0.9,13,7,10,-2,-3,1,-4
O=C(CN1CCCCCC1)Nc1ccc([N+](=O)[O-])cc1Cl,-9,1.2,16,-8,-16,12,10,0.88,-7
Cc1cc(N)ccc1-n1nc2ccccc2n1,6,1,20,12,-2,-5,-6,1.1,9
O=C(c1cc(COc2ccc(F)cc2Cl)on1)N1CC[C@@H]2CCCC[C@H]2C1,25,1.1,10,23,-10,1,12,0.99,5
CCOC(=O)C1=C(c2ccccc2)Nc2ncnn2C1c1cc(OC)cc(OC)c1OC (stereo not given),10,1.1,-3,-10,-8,2,0,0.98,6
COc1cc(/C=C2/N=C(c3ccccc3)OC2=O)c(F)cc1OCc1ccccc1,6,0.9,9,8,10,-1,6,1,11
O=C(N/N=C/c1cccnc1)c1ccc(NC(=O)c2ccccc2Cl)cc1,-14,0.97,-13,-9,3,-10,5,1.1,1
CCOC(=O)C1CCCN(C(=O)Cn2nc(C)n3c(cc4c(OC)cccc43)c2=O)C1 (stereo not given),-2,0.87,5,10,13,0,-6,1,-1
CCOC(=O)C1=C(COC(=O)CNS(=O)(=O)c2ccc(C)cc2)NC(=O)NC1C (stereo not given),-8,0.92,7,3,8,0,3,1,1
Cc1ccc(NS(=O)(=O)c2cccc3cccnc23)c(Cl)c1,15,0.97,33,9,3,0,11,1,-5
CN(C)CCCNC(=O)CC1C[C@H](C(=O)N2CCCCC2)[C@@]2(CCc3ccccc3)c3[nH]c4ccccc4c3CCN2C1=O (stereo not given in full),-4,0.93,7,8,7,-8,46*,1.1,7
COc1ccc(Cl)cc1NC(=O)Cn1c(C)csc1=O,16,0.83,6,6,17,-4,-3,1,3
Cc1occc1C(=O)Nc1cccc([N+](=O)[O-])c1,12,0.88,-7,3,12,0,-3,1,-1
CCOc1cc(C)c(S(=O)(=O)Nc2ccc(Cl)cn2)cc1C,25,0.92,10,26,8,0,-40,0.99,-4
COc1ccc(NC(=O)c2nc[nH]c2C(=O)N[C@@H](C)c2ccccc2)cc1,18,1.4,5,5,-36,12,13,0.88,-8
CCc1ccc(Nc2ncc3c(n2)CC(C)CC3=O)cc1 (stereo not given),14,1,27,9,-2,-5,-10,1,4
CCOC(=O)c1ccccc1NC(=O)c1cccc([N+](=O)[O-])c1,1,1,32,-2,0,4,4,0.96,-1
O=C(CSc1nnc(CNC(=O)c2ccccc2)o1)NCc1ccco1,-16,0.96,0,1,4,7,0,0.93,-3
CCCOC(=O)C1C2C=CC3(CN(c4cccc(Cl)c4)C(=O)C13)O2 (stereo not given),21,0.87,27,8,13,15,-1,0.85,-5
CCC(CC)C(=O)Nc1cccc(C(=O)NC(C)(C)C)c1,17,0.84,2,-2,16,7,-4,0.93,-3
COc1ccccc1NC(=O)C(=O)NNC(=O)c1ccco1,-2,1.6,2,5,-57,26,1,0.74,6
COc1ccc(CC(=O)Nc2sc3c(c2C(N)=O)CCCC3)cc1,-8,1,12,-15,0,4,11,0.96,-7
C[C@]12c3[nH]c4ccc(Cl)cc4c3CCN1C(=O)[C@@H](CC(=O)NCCCn1ccnc1)C[C@@H]2C(=O)N1CCCCC1,17,/,/,-8,/,-17,16,1.2,-7
Cc1cccc(SC2CCN(C(=O)C3CCC(=O)N(C4CC4)C3)CC2)c1 (stereo not given),-6,1.1,20,6,-6,2,3,0.98,-3
Brc1cc2ccccc2[n+](Cc2ccccc2)c1,37,1.1,17,21,-11,4,-2,0.96,-2
OCC[C@@H]1C[C@@H](O)[C@H](O)[C@@]2(CCCO2)O1,2,0.88,-31,11,12,7,-7,0.93,12
CC(=O)C1=C(O)C(=O)N(CCN2CCOCC2)C1c1ccc(N(C)C)cc1 (stereo not given),-15,0.98,17,1,2,-8,-25,1.1,13
Cc1ccc2nc(C3CCCN(C(=S)Nc4ccccc4C)C3)[nH]c2c1 (stereo not given),-5,1.1,4,-11,-9,-25,-3,1.2,-8
Cc1ccc(NC(=O)NC(=O)CN2C(=O)NC3(CCCCCCC3)C2=O)c(C)c1,5,0.85,9,3,15,-1,15,1,-1
Cc1nn(Cc2ccc(C(=O)Nc3ccccc3C(F)(F)F)o2)c(C)c1Br,9,0.95,-5,-22,5,0,12,1,12
O=c1c(C(c2c(O)nc3n(c2=O)CCS3)c2cccc3ccccc23)c(O)nc2n1CCS2,18,1.1,-14,7,-9,2,8,0.98,-7
CC1CCCCN1C(=O)c1cc(-c2ccc3c(c2)OCO3)on1 (stereo not given),-9,0.95,29,-4,5,2,15,0.97,-7
CC(C)NC(=O)CSCc1ccccc1Cl,25,1,10,-7,0,-2,1,1,-13
Cc1ccc(N2C(=O)C3C4C=CC(C4)C3C2=O)cc1C (stereo not given),-14,1.1,7,-1,-8,-2,-9,1,5
O=S(=O)(c1ccc(F)cc1)c1nc(-c2ccccc2F)oc1N1CCCCC1,26,1.1,6,29,-5,0,13,1,44*
CC1CCN(CCOCCOc2ccc(Cl)cc2Br)CC1,-29,0.93,21,-50,7,-9,-5,1.1,-14
COc1ccccc1-c1c(C)oc2cc(OCC(=O)OCc3ccccc3)ccc2c1=O,38,1.6,7,-13,-56,-4,20,1,-8
O=C(CSc1nc2ccccc2c(=O)n1-c1ccccc1)c1c[nH]c2ccccc12,16,1.2,-8,13,-15,3,-20,0.97,39
Cc1cc(OCC(=O)NCC(c2ccc(F)cc2)N2CCOCC2)ccc1Cl (stereo not given),26,0.94,22,14,6,-3,3,1,-6
O=C1Nc2ccccc2C(O)(C(=O)NCc2ccc3c(c2)OCO3)N1c1ccccc1 (stereo not given),13,1,16,17,0,0,-9,1,-15
CCc1ccccc1NC(=O)CN1CCN(C(=O)CNC(=O)c2ccccc2F)CC1,-2,1,6,2,-2,-16,7,1.2,1

Screening data as filed in PubChem.
